# NALP1 yeast inh = blocks the NALP1 inflammasome reconstituted in yeast. S. cerevisiae NALP1/ASC/caspase-1 growth, X-gal OD620, 72 h. inhibition, % at 10 µM. hit rate 0.61% among 280,000; in the data active = inhibition mostly above about 24%, no sharp cut-off; inactive = mostly below about 32%; also: some compounds called inactive have numbers as strong as hits
# PfM18AAP inh = PfM18AAP enzyme inhibition; inhibition, % at 7.35 µM; hit rate 1.2% among 290,000; recombinant PfM18AAP, H-Glu-NHMec fluorogenic cleavage; AID 1822;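 active = inhibition above the campaign mean inhibition over all tested compounds plus 3 SD, cut at about 28% in these data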;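 also: 0% = plate median of test compound wells and 100% = 2 mM ZnCl2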
# VIM-2 inhibitor = blocks Pseudomonas aeruginosa VIM-2 metallo-beta-lactamase | purified VIM-2, nitrocefin hydrolysis, epi-absorbance fluorescence | inhibition, % at 5.6 µM | hit rate 0.89% among 290,000 | AID 1527;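 active = inhibition above the mean of all tested compounds plus 3 SD, cutoff set per screening run, cut at about 7.5% in these data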;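 also: red hydrolysis product quenches plate fluorescence so inhibitors raise well fluorescence; 0% = enzyme with DMSO and 100% = DMSO without enzyme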
# PHOSPHO1 inh = PHOSPHO1 (human) inhibition | Q8TCT1 | recombinant PHOSPHO1, absorbance phosphatase assay | inhibition, % at 13.3 µM | hit rate 1.1% among 290,000 | AID 1565; in the data active = inhibition above about 60%
# IDE cell inh = cellular human IDE inhibition | P14735 | HEK cells, FAbetaB cleavage, fluorescence polarization | inhibition, % at 5.59 µM | hit rate 0.41% among 320,000 | AID 434962;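 active = percent inhibition above the average of all tested compounds plus 3 SD, set per screening campaign, cut at about 16% in these data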;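 also: IDE supplied by intact live HEK cells; FP after avidin binding of uncleaved biotin substrate so inhibition keeps polarization high; 0% = DMSO wells and 100% = 60 µM reference IDE inhibitor Ii1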
# pCIP destab = compounds decreasing mouse p/CIP protein stability; Q05BA5; F442A p/CIP-EGFP cells, EGFP fluorescence, 16 h; decrease of EGFP signal, % at 10 µM; hit rate 0.01% among 290,000; AID 1984;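 active = EGFP signal decrease of at least 30% at 10 µM or well 3 SD below plate mean, unless failing retest; inactive = the rest, including hits failing retest or dose response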; also: some compounds called inactive have numbers as strong as hits; many of its hits are not listed in these tables
# Target sequence (Q05BA5 1-1403): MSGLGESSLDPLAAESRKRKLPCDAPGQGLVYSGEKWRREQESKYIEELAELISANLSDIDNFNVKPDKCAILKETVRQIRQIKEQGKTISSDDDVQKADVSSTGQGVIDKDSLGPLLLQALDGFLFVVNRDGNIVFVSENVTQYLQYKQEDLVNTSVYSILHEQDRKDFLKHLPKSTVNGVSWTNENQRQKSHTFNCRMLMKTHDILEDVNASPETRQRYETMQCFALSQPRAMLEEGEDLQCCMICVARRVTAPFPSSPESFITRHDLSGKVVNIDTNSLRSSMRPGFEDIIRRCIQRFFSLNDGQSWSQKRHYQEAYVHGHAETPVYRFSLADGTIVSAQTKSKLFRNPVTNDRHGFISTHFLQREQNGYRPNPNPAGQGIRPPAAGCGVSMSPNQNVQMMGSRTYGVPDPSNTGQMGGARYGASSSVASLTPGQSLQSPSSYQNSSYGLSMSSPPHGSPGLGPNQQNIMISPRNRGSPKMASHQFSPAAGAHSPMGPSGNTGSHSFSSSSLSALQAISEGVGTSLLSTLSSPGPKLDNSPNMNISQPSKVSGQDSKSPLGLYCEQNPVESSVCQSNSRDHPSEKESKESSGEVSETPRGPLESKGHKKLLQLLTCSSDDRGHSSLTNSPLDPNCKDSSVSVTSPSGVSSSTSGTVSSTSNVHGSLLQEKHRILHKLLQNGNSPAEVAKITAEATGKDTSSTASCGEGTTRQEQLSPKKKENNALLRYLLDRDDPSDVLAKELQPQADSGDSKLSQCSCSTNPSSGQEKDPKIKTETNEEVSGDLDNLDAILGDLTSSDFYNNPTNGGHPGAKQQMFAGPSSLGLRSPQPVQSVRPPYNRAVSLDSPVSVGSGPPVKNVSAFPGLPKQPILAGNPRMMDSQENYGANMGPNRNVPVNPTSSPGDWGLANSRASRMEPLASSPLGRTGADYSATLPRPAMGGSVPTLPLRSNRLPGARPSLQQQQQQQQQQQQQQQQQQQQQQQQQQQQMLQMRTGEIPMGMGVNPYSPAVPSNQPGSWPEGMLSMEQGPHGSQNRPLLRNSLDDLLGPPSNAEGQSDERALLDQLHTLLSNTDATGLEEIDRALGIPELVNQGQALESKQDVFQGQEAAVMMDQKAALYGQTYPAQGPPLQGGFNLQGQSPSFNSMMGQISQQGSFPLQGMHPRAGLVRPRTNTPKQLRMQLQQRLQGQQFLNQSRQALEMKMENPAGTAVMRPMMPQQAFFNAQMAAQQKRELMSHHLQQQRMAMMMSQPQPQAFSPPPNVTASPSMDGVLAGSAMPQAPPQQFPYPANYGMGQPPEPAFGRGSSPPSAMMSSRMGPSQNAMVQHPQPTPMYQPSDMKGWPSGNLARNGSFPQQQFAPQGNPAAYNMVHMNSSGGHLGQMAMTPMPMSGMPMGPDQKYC
# IDE act = boosts human insulin-degrading enzyme activity in HEK cells | P14735 | FAbeta-B cleavage, fluorescence polarization; 0% vehicle, 100% cell-free pure enzyme wells | activation, % at 5.96 µM | hit rate 0.073% among 340,000 | AID 493087;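 active = activation above the mean of all tested compounds plus 3 SD, set per screening campaign, cut at about 17% in these data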
# IMP-1 inhibitor = blocks Pseudomonas aeruginosa IMP-1 metallo-beta-lactamase | purified IMP-1, nitrocefin hydrolysis, epi-absorbance fluorescence | inhibition, % at 5.6 µM | hit rate 0.45% among 290,000;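 active = inhibition above the mean plus 3 SD of all compounds in the same screening run, cut at about 4.5% in these data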;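 also: 0% = IMP-1 with DMSO and 100% = DMSO wells lacking enzyme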
#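 System: Purified IMP-1 | Read-out basis: Percent enzyme inhibition | Controls: IMP-1 with DMSO as 0%, enzyme-free DMSO as 100% | Replicates: One well per compound | Doses: 5.6 µM nominal single concentration | Detection: Epi-absorbance fluorescence, 480 nm excitation, 530 nm emission | Incubation: 25 °C, 15 min preincubation, 25 min reaction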
# GPR7 antag = human neuropeptides B/W receptor 1 antagonism; P48145; GPR7-expressing cells, fluorescence antagonist assay; inhibition, % at 4.4 µM; hit rate 1.1% among 290,000; in the data active = inhibition above about 16%, passing the limit was not always enough;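 also: cells stimulated with the agonist NPW; 0% = agonist with vehicle and 100% = vehicle without agonist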
# An asterisk follows results filed as active; x = not tested or not shown.
SMILES,NALP1 yeast inh,PfM18AAP inh,VIM-2 inhibitor,PHOSPHO1 inh,IDE cell inh,pCIP destab,IDE act,IMP-1 inhibitor,GPR7 antag
Cc1cccc(C)c1-n1c(C)cc(/C=N\NC(=O)CC(=O)NC2CCCCC2)c1C,24,3,-2.8,-9,-1,0,2,-2.7,-3
O=C(CSCC(=O)N1CCOCC1)Nc1nc(-c2ccc3c(c2)OCO3)cs1,-23,-11,-3.5,-4,0,6,0,-5.5,-6
CCc1nc2ccccc2n(CCOCCn2c(=O)c(CC)nc3ccccc32)c1=O,20,x,x,9,x,0,4,x,x
NCCCC(N)(C(=O)O)C(F)F (stereo not drawn),12,-1,-2.2,-4,4,8,2,-1.6,-1
CCn1cc(C(=O)NCCCN2CCC(C)CC2)c(=O)c2cc(S(=O)(=O)N3CCOCC3)ccc21,13,3,0.1,18,-1,7,7,-0.5,1
COC(=O)c1ccc(N2CCN(c3ccccc3)CC2)c(NC(=O)C2CC2)c1,-2,-3,-1.9,20,-3,-13,5,-1.6,4
CCOC(=O)CCCc1c[nH]c2ccccc12,-11,6,4.1,48,1,-13,2,-1.4,9
COc1cccc(SCC(=O)N2CCN(c3ccccc3)CC2)c1,x,8,-2.0,58,10,-9,-3,-1.1,7
C=CCn1c(Cc2ccc(OC)cc2)nnc1SCC(=O)c1cccc([N+](=O)[O-])c1,5,-4,-3.2,-41,6,-2,1,-2.6,-1
O=C(O)C1CC=CCC1C(=O)Nc1cccc(Cl)c1Cl (stereo not drawn),11,2,0.2,-1,x,-11,x,-0.2,8
Nn1c(COc2ccccc2)nnc1SCC(=O)O,3,3,-0.3,38,6,-1,-3,-1.2,5
COc1ccc(C(=O)N2CCN(S(=O)(=O)c3ccc(F)cc3)CC2)cc1OC,19,3,-4.4,44,-3,-15,3,-2.2,-6
CSc1ccc(-c2nnn(Cc3ccccn3)n2)cc1,3,-10,-1.7,18,-3,-3,2,-0.9,9
CCn1c(-c2ccccc2)c(C(=O)O)c2ccccc21,12,-10,0.2,44,10,1,-2,1.2,0
CCCn1c2ccccc2c2nnc(SCC(=O)OCC)nc21,27,-1,-4.4,-8,-2,-4,7,-3.0,9
CC1CCN(S(=O)(=O)c2csc(C(=O)Nc3ccccc3)c2)CC1,3,0,-2.5,6,6,0,-2,-4.0,-9
Cn1c(N2CCC(C(N)=O)CC2)nc2c1c(=O)n(Cc1cccc(Br)c1)c(=O)n2C,-4,1,2.1,10,7,-9,2,-1.9,-5
Cc1ccc2c(c1)cc(CN(Cc1ccc3c(c1)OCO3)C(=O)c1ccccc1)c1nnnn12,15,-4,-1.2,41,-3,-1,1,-2.4,-10
CCCSC1=N/C(=C\c2ccc([N+](=O)[O-])o2)C(=O)S1,-2,13,-0.8,-11,x,-6,-4,-1.7,-10
CC(C)(C)c1cc(C(=O)NC2CC2)n(Cc2ccc(F)cc2)n1,x,5,-3.1,18,5,-9,x,-3.8,-15
CCn1ncc(Cl)c1C(=O)Nc1cc(Cl)ccc1Cl,22,-1,-3.2,36,5,-4,-8,-2.1,-5
Cc1ccc(NC(=O)CSc2ccc(-c3ccc4c(c3)OCO4)nn2)cc1F,19,-5,-0.4,3,5,2,-2,-0.6,0
CC(C)Cc1nc2oc3c(Cl)ncnc3c2c2c1CCCC2,x,4,-3.4,17,8,-2,6,-4.2,0
Cc1nc2ncnn2c(N2CCN(S(=O)(=O)c3ccc(Br)cc3)CC2)c1C,12,0,-3.6,-1,3,-19,0,-3.4,0
Cc1cc(NC(=O)CSc2nc(-c3ccc(Br)cc3)nc3c2c(=O)n(C)c(=O)n3C)no1,10,4,-1.0,53,1,2,-2,-2.1,-8
COC(=O)C(C)N(c1ccc(OC)cc1)S(C)(=O)=O (stereo not drawn),3,-1,-2.4,28,0,-12,4,-1.6,5
CCOC(=O)c1ccc(NC(=O)NCc2ccncc2)cc1,27,-2,-2.4,19,4,1,2,-1.8,-2
COc1ccc(OC)c(S(=O)(=O)N(C)CC(=O)Nc2cc(Cl)ccc2OC)c1,7,-2,0.1,15,6,-1,-1,-6.5,9
CSc1ccc(C(=O)NCC(c2ccco2)N(C)C)cc1[N+](=O)[O-] (stereo not drawn),15,-7,-0.6,26,4,0,4,0.1,3
C=CCNC(=O)c1oc2ccc(S(=O)(=O)N3CCC4(CC3)OCCO4)cc2c1C,5,-3,-2.8,18,10,2,5,-3.9,-15
COc1cc(/C=N/NC(=O)c2cccnc2)ccc1OC(=O)c1cc(OC)c(OC)c(OC)c1,8,1,-1.1,19,1,7,0,-2.7,-9
O=C(c1ccccc1-c1ccccc1)N1CCCC1,-3,2,-1.6,-36,-1,13,5,-2.2,-13
C=CCN(Cc1nc(-c2ccccc2)no1)C(=O)c1ccc2c(c1)OCO2,1,-3,-0.6,16,1,-6,3,-1.1,3
CC1CC(C)CN(C(=S)Nc2ccc(OC(F)F)cc2)C1 (stereo not drawn),25,-5,2.1,-16,5,-1,2,-1.1,-15
O=C(/C=C/Nc1ccc(Oc2ccccc2Cl)cc1)c1ccco1,15,-7,-1.0,53,-5,-4,-8,-1.1,-14
COc1ccc(NC(=O)CSc2ccc(-c3cccs3)nn2)c(OC)c1,-32,1,-2.7,-23,2,10,0,-3.8,-3
O=C(Nc1cccc([N+](=O)[O-])c1)c1ccc(CSc2ccccc2)cc1,13,-16,-1.2,6,6,-1,-1,-6.4,-2
Cc1cccc(NC(=O)Cn2cc(C(=O)c3ccco3)c3ccccc32)c1,10,5,-2.7,18,7,-1,1,-1.8,-9
C/C(=N/NC(=O)c1ccncc1)C1=C(O)CC(C)(C)CC1=O,-15,-8,-4.7,8,-7,-6,4,-2.0,-4
O=C1OCC(CO)(CO)N=C1NNc1ccc(Cl)c(Cl)c1,21,11,-4.2,6,8,-10,-3,-1.6,-13
C/C(=N\Nc1ncc(Cl)cc1Cl)c1ccc(C#N)cc1,14,7,0.6,16,7,0,2,-3.1,-10
CCCCn1nnc(NC(=O)c2sc3cc(Cl)ccc3c2Cl)n1,22,0,-5.4,4,4,0,3,-2.7,-4
Cc1cc(N2CCN(C)CC2)n2cc(-c3ccc(F)cc3)nc2n1,30,-6,-6.5,7,-3,-12,2,-1.9,-6
COc1cc(/C=C/C(=O)N2CCCN(C(=O)/C=C/c3cc(OC)c(OC)c(OC)c3)CC2)cc(OC)c1OC,6,0,-2.2,12,10,1,-1,-3.3,-9
Cc1ccc(OCC(=O)N/N=C\c2ccc(O)cc2)c([N+](=O)[O-])c1,8,-10,0.8,24,1,3,0,1.4,1
O=C(c1cc2c([nH]c1=O)CCCC2)N1CCc2c([nH]c3ccccc23)C1c1ccccc1F (stereo not drawn),0,-1,-4.2,43,3,-6,-3,-3.5,-3
COc1ccc(Cn2nnnc2C(c2cc3cc(C)ccc3[nH]c2=O)N2CCN(C)CC2)cc1 (stereo not drawn),9,-7,-0.2,19,-1,-17,1,-2.2,4
Cc1c(C)c2ccc(OCC(=O)NCCCN3CCCC3=O)cc2oc1=O,-80,-2,3.1,44,-2,-6,-4,-1.4,-8
CCN(CC)S(=O)(=O)c1cc(C(=O)c2nccn2C)ccc1Cl,7,1,-1.1,21,-1,1,6,-3.5,-17
CC(C)c1ccc(/C=N/N2CCN(c3ccccn3)CC2)cc1,13,-11,-3.4,23,6,-21,0,-2.2,-12
OC1(c2cccs2)CN(c2ccc(Cl)cc2)C2=[N+]1CCCC2 (stereo not drawn),20,-6,-1.0,-27,2,0,-4,0.3,7
Cc1cc(C)cc(NC(=O)CN2C(=O)COc3ccc(S(=O)(=O)N4CCCC4)cc32)c1,0,-2,-0.3,18,6,-5,-1,-5.1,-2
CCOc1ccc(NC(=O)CSc2nnc(C)n2CC)cc1,6,-2,-0.2,39,2,-6,1,-0.6,-7
CCC(C)C(=O)Nc1ccc(S(=O)(=O)N2CCCC2)cc1 (stereo not drawn),-7,0,-2.2,x,3,5,-1,-2.9,-1
O=C(N/N=C/c1ccc(OC(F)F)cc1OC(F)F)NC1CCCCC1,11,-4,-2.1,32,0,5,8,-1.6,-23
COCCNC(=O)C(c1cccnc1)N(Cc1ccc(C)cc1)C(=O)Cn1nnc2ccccc21 (stereo not drawn),8,13,0.5,1,3,9,5,0.1,8
O=C(Nc1nc2ccccc2[nH]1)C1CCCC1,18,-3,-1.1,8,1,-3,3,-3.0,-9
CC(C)(C)SCCNC(=O)/C=C/c1cccc([N+](=O)[O-])c1,20,-10,0.3,2,1,-1,-5,-0.5,0
c1ccc(Cn2ccnc2SCc2nnc(-c3ccccc3)o2)cc1,23,-11,2.4,7,-2,-133,2,-2.5,3
O=C(CSc1nnnn1Cc1ccccc1)NCC(=O)c1ccccc1,-6,-7,-4.9,14,0,-6,-1,-2.6,3
# Further entries
SMILES,NALP1 yeast inh,PfM18AAP inh,VIM-2 inhibitor,PHOSPHO1 inh,IDE cell inh,pCIP destab,IDE act,IMP-1 inhibitor,GPR7 antag
COc1cc(O)c(C(CCN2CCN(c3ccccc3)CC2)c2ccc(N(C)C)cc2)c(OC)c1 (stereo not drawn),-3,x,x,31,5,-2,-1,x,x
CN(Cc1nc2ccc(F)cc2[nH]1)Cc1c(C(=O)N(C)C)nc2ccc(Cl)cn12,-7,-3,-1.4,8,3,-7,5,-2.1,-10
NC(=S)NNC(=O)[C@@H]1CCCC[C@@H]1C(=O)O,15,11,-2.8,-6,0,-6,1,-1.9,-4
CCOc1ccc(Cn2c(=O)oc3ccccc32)cc1,13,-6,1.2,-12,x,1,-5,0.3,-9
O=C(C(Cl)c1ccccc1)N1CCCC1 (stereo not drawn),17,0,0.0,20,3,1,5,-1.6,-18
O=C(CSc1nc2ccccc2c2nc3ccccc3n12)NCc1ccco1,27,-3,5.8,31,6,-5,1,-1.6,-9
COc1ccc(NC(=O)c2cc(-c3cc(OC)c(OC)c(OC)c3)nc3ccccc23)c(OC)c1,-4,-5,-1.1,19,6,-7,4,-4.1,-13
O=C([C@H](Cc1ccc(O)cc1)n1cc(CCO)nn1)N1CCNCC1,-12,1,-2.2,-16,2,3,5,-2.7,-18
CCCNC(=O)CCc1nnc2ccc(N3CCC(C)CC3)nn12,9,-1,-4.1,30,4,-7,-2,-2.1,-5
O=C(Cc1ccccc1)NC1(O)C(=O)c2ccccc2C1=O,x,4,-2.2,14,3,-2,x,-3.6,-20
COc1cccc(/C=C2/Sc3ccc(C(=O)NCCN4CCCC4)cc3NC2=O)c1,0,5,11*,27,-2,11,3,-2.9,7
O=C(NCC(c1ccco1)N1CCOCC1)c1cccc([N+](=O)[O-])c1 (stereo not drawn),-11,-1,-3.2,11,-3,9,5,-4.4,-13
OC(CN1CCN(c2ccccn2)CC1)Cn1c2ccc(Cl)cc2c2cc(Cl)ccc21 (stereo not drawn),-2,4,0.5,-57,-1,-14,2,-1.2,4
COc1ccccc1C(=O)NNC(=O)c1ccc(Br)o1,4,-3,-2.3,12,6,2,-2,-4.3,-6
O=C(NCCN1CCOCC1)c1ccccc1Cl,10,2,-3.0,19,x,11,2,-3.3,-9

# 2 entries from above, with values ahead of the structure:
NALP1 yeast inh | PfM18AAP inh | VIM-2 inhibitor | PHOSPHO1 inh | IDE cell inh | pCIP destab | IDE act | IMP-1 inhibitor | GPR7 antag | compound
-7 | -3 | -1.4 | 8 | 3 | -7 | 5 | -2.1 | -10 | CN(Cc1nc2ccc(F)cc2[nH]1)Cc1c(C(=O)N(C)C)nc2ccc(Cl)cn12
15 | 11 | -2.8 | -6 | 0 | -6 | 1 | -1.9 | -4 | NC(=S)NNC(=O)[C@@H]1CCCC[C@@H]1C(=O)O

# High-throughput results as filed in PubChem.
